Screening results (PubChem)
NCI-60 one-dose screen, 48 h, at 10 µM unless noted. Numbers give growth in % (100 = growth as untreated, 0 = no growth, -100 = all killed).
HCT-15 – HCT-15 colon cancer; AID 1794746; 82,000 tested, 5.2% active
NCI/ADR-RES – NCI/ADR-RES ovarian cells. 81,000 tested, 4.4% active
NCI-H322M – NCI-H322M lung cancer; 80,000 tested, 2.7% active; AID 1794733
NCI-H23 – NCI-H23 lung cancer; 80,000 tested, 4% active; AID 1794731
NCI-H226 – NCI-H226 lung cancer; 79,000 tested, 3.5% active; AID 1794732
COLO 205 – COLO 205 colon cancer; AID 1794742; 79,000 tested, 7.3% active
NCI-H522 – NCI-H522 lung cancer; 78,000 tested, 8% active; AID 1794739
NCI-H460 – NCI-H460 lung cancer. 82,000 tested, 6.8% active. AID 1794736
HCT-116 – HCT-116 colon cancer. 82,000 tested, 7.3% active
Numbers without * were called inactive; . = no result given; & = joins results of further samples; ! = repeats disagree; [ ] = dose if it differs, or a comment. How the source made its calls: active means growth percent below 10; inactive means the rest.

compound	HCT-15	NCI/ADR-RES	NCI-H322M	NCI-H23	NCI-H226	COLO 205	NCI-H522	NCI-H460	HCT-116
CC(C)C1=C[C@@]23CC[C@H]4C(C)(C(=O)N=C=S)CCC[C@]4(C)[C@H]2C[C@@H]1[C@H]1C(=O)CCC(=O)[C@H]13 (stereo partly specified)	104	98	94	104	.	113	98	110	102
CCOC(=O)c1ccc(N/C=C/C(=O)c2ccc(OC)cc2)cc1	66	97	68	89	89	15	79	19	40
CSc1cccc(NC(=O)Nc2nc3c(C)cccc3s2)c1	98	91	102	90	83	120	78	98	93
O=c1oc(-c2ccccc2)nc2cc(Cl)ccc12	96	111	108	105	94	115	.	104	104
Cc1c(C(N)=O)sc2[nH]c(=S)n(Cc3ccccc3)c(=O)c12	101	107	107	102	100	99	94	113	93
CCN1CCN(c2cc(C)nc(N(CCCNc3ccnc4cc(Cl)ccc34)Cc3ccc4c(c3)OCO4)n2)CC1	1.3*	14	5.5*	37	51	-83*	-24*	7.0*	2.7*
O=C1C(CCl)(CCl)CCC12CN=C(Cl)C2 (stereo unspecified)	99	113	108	113	98	108	103	109	112
O=C(/C=C/c1cccc(Oc2ccc(Cl)cc2)c1)c1ccccc1	81	99	-73*[100 µM]	91	104	104	89	97	56
Cc1cc(C)nc(NC(=O)OC(C)C)c1	96	104	109	91	97	119	104	107	96
CCOC(=O)n1cc(-c2nonc2-c2cn(C(=O)OCC)c3ccc(Br)cc23)c2ccccc21	77	86	70	68	79	84	71	82	63

Shown with each value named: three of the compounds above.
CCN1CCN(c2cc(C)nc(N(CCCNc3ccnc4cc(Cl)ccc34)Cc3ccc4c(c3)OCO4)n2)CC1
  HCT-15 = 1.3*
  NCI/ADR-RES = 14
  NCI-H322M = 5.5*
  NCI-H23 = 37
  NCI-H226 = 51
  COLO 205 = -83*
  NCI-H522 = -24*
  NCI-H460 = 7.0*
  HCT-116 = 2.7*
O=C1C(CCl)(CCl)CCC12CN=C(Cl)C2 (stereo unspecified)
  HCT-15 = 99
  NCI/ADR-RES = 113
  NCI-H322M = 108
  NCI-H23 = 113
  NCI-H226 = 98
  COLO 205 = 108
  NCI-H522 = 103
  NCI-H460 = 109
  HCT-116 = 112
O=C(/C=C/c1cccc(Oc2ccc(Cl)cc2)c1)c1ccccc1
  HCT-15 = 81
  NCI/ADR-RES = 99
  NCI-H322M = -73*[100 µM]
  NCI-H23 = 91
  NCI-H226 = 104
  COLO 205 = 104
  NCI-H522 = 89
  NCI-H460 = 97
  HCT-116 = 56

(listing goes on)
compound	HCT-15	NCI/ADR-RES	NCI-H322M	NCI-H23	NCI-H226	COLO 205	NCI-H522	NCI-H460	HCT-116
CC(=O)OCC(=O)[C@@]1(O)CCC2C3CCC4=CC(=O)C=CC4(C)C3[C@@H](O)CC21C (stereo partly specified)	96	84	99	108	71	110	100	94	105
CC1(C)CC(=O)C2=C(C1)N(c1ccc(OC(F)(F)F)cc1)C(N)=C(C#N)C2c1ccc(Cl)cc1Cl (stereo unspecified)	88	92	100	96	92	114	89	98	88
COc1ccc(-n2nc(C)c3c(Oc4ccc(NC(=O)Nc5cccc(C(F)(F)F)c5)cc4)ncnc32)cc1	100	93	91	93	85	93	92	99	74
COc1cc(/C=C2\SC(=O)NC2=O)ccc1OCc1cc2ccccc2nc1Cl	101	108	106	102	121	115	93	109	113
Clc1ccc2c(c1)C[C@H]1C[C@@H](c3cccs3)N2O1	97	102	100	106	.	112	102	104	105
Fc1cccc(-c2nc(-c3c[nH]c4ncccc34)cs2)c1	83[100 µM]	48[100 µM]	59[100 µM]	64[100 µM]	53[100 µM]	77[100 µM]	82[100 µM]	40[100 µM]	34[100 µM]
CC(=O)OCC(=O)[C@@]1(O)CC[C@H]2[C@@H]3C[C@H](C)C4=CC(=O)CC[C@]4(C)[C@H]3[C@@H](O)C[C@@]21C	117	101	108	124	76	99	.	99	103
CN(O)c1nc(N/N=C\c2ccccc2)nc(N2CCOCC2)n1	39	18	82	70	100	72	97	72	65
COc1cc(C(=O)c2cc3c(cc2C)OCO3)cc(OC)c1OC	20	15	36	28	45	-50*	.	8.7*	16
COc1ccc(OC)c(NC(=O)c2cc(S(=O)(=O)N3CCc4ccccc43)ccc2OC)c1	107	94	109	87	92	87	79	108	72
CCC1(CC)COC(c2ccc(C)cc2)OC1	92	102	102	96	104	106	89	99	95
COc1ccc(C(=O)CSc2nnc(-c3ccncc3)n2-c2ccccc2)cc1	88	90	96	98	66	98	70	95	98
O=c1cc(-c2ccccc2)nc2sc(-c3c[nH]c4ccc(Cl)cc34)nn12	66	77	83	87	87	91	94	39	54
CCOC(=O)c1ccc(NC(=O)c2ccc(-n3c(=O)[nH]c4ccccc4c3=O)cc2)cc1	104	100	103	85	119	106	30	109	97
CNC(=O)CNC(N)=O	104	103	95	102	98	110	99	107	104
N#Cc1ccc(OC(=O)Nc2cc(Cl)cc(Cl)c2)cc1	3.2*[100 µM]	-4.1*[100 µM]	-3.4*[100 µM]	-10*[100 µM]	2.0*[100 µM]	-86*[100 µM]	-31*[100 µM]	1.0*[100 µM]	-63*[100 µM]
O=C(/C=C/c1cccc(Cl)c1)c1ccccc1	63&57	89&105	82&91	97&96	74&94	105&115	48&82	96&101	-17*!
CCOC(=O)c1cc(C=O)c[nH]1	98	110	99	102	100	104	84	113	106
Cc1cccc(-c2nc3c(N)nc(N)nc3nc2N)c1	80	91	97	83	108	85	88	29	41
O=Nc1c(O)ccc2ccccc12	103&43	6.4*!	97	90	97&93	110&71	86&42	106&96	6.5*!
COc1ccc(-c2c[nH]cc2-c2cc(OC)c3c(c2OC)OCO3)cc1	96	95	88	92	90	99	79	100	88
CCN1C(=S)N(CC)C2Nn3c(s/c(=C4\C(=O)N(C)c5ccccc54)c3=O)=NC21 (stereo unspecified)	36	6.6*	73	45	89	31	32	29	7.4*
Cc1cc(S(=O)(=O)O)cc(C)c1N	107	108	135	102	103	100	105	110	105
O=c1oc2ccccc2cc1-c1nn(-c2ccccc2)cc1/C=N/NC(=S)SCc1ccccc1	47	85	89	94	90	111	84	38	37
O=C1CC(c2cccs2)c2sccc2N1 (stereo unspecified)	97	109	.	103	91	99	93	109	120
O=C(Cn1cc(CO)nn1)Nc1nc(-c2ccc(F)cc2)cs1	90	106	102	102	104	107	89	119	104
COc1ccc(-c2nc3sccn3c2-c2cc(-c3ccc(C(C)(C)C)cc3)on2)cc1	98	102	96	94	59	124	99	103	85
Oc1ccccc1C=Nc1cccc2c1C(O)c1ccccc1-2 (stereo unspecified)	96	95	95	94	87	109	82	86	92
COc1cc(/C=C2\C(=O)Nc3cc(C)c(O)cc32)cc(OC)c1OC	34	51	80	65	80	69	42	40	57
C=CCOc1ccccc1C(=O)OC	104	103	132	108	112	114	100	101	110
CN(C)CCS(=O)(=O)Nc1cc(-c2ccc3ncnc(Nc4ccc(F)c(Cl)c4)c3c2)cnc1Cl	-2.7*	15	-21*	-10*	1.5*	-80*	-18*	7.7*	-21*
Cn1cc(-c2nc(-c3cn(C)c4c(Cl)nccc34)cs2)c2cc(Br)ccc21	80	94	97	91	93	110	75	92	94
CC(=O)c1ccc(NC(=O)CSc2nnc(-c3cc(-c4ccc(S(C)(=O)=O)cc4)nc4ccccc34)n2-c2ccccc2)cc1	87	83	98	79	97	105	65	82	85
O=C1NC(=S)S/C1=C/c1ccc(/C=C2/SC(=S)NC2=O)cc1	106	107	99	105	90	96	85	110	89
Cc1ccc(C)n1CCO	115	96	102	92	109	109	91	105	97
c1ccc2c(c1)CCC2c1cc2ccccc2s1 (stereo unspecified)	100	101	96	91	94	105	104	103	88
Cc1nc(NC(=O)NC2CCCCC2)sc1C(=O)NN	91	118	101	101	103	119	0.5*	112	84
CC(=O)c1cc2c(N)c(C(=O)Nc3cccc4cccnc34)sc2nc1C	98	107	104	102	108	118	92	116	87
O=C1/C(=C/c2ccccc2)CC/C1=C\c1ccccc1	108	108	105	101	100	.	94	105	58
Cc1c[nH]c(=O)[nH]c1=O	101	107	89	95	94	112	53	109	96
O=S(=O)(Nc1cccc(C(F)(F)F)c1)c1cc(Cl)c(Cl)cc1Cl	86	91	83	81	93	105	72	88	94
Cc1cc(=O)[nH]n1-c1c(N)cc(Cl)cc1Cl	106	107	105	101	.	113	81	116	111
CCOC(=O)c1c(SC)nn(C(=S)Nc2ccccc2)c1N	103	101	99	87	98	110	97	112	96
Cc1nc(Cl)c2c(n1)N(C)c1ccc(O)cc1C(C)C2 (stereo unspecified)	77	90	97	92	91	107	72	89	76
Cc1ccc(C(=O)c2c(N)c(C#N)cn2Cc2ccc(Cl)cc2Cl)cc1	97	96	97	.	99	111	99	102	99
CCOC(=O)CC1(O)CSc2nc(N)cc(=O)n21 (stereo unspecified)	.	105	96	105	99	112	95	105	101
COc1ccc(C(=O)CC(Sc2ccccc2N)c2ccc(OC)cc2)cc1 (stereo unspecified)	101&97	94&99	94&105	93&95	.	103&100	69&81	107&106	90&90
C=C(C)[C@@H]1CC[C@]2(C(=O)NCCNCCN)CC[C@]3(C)[C@H](CC[C@@H]4[C@@]5(C)CC[C@H](O)C(C)(C)[C@@H]5CC[C@]43C)[C@@H]12	104	101	99	102	98	121	97	99	95
Cc1ccc(S(=O)(=O)Oc2ccc3c4c(c(=O)oc3c2)-c2ccccc2C4)cc1	99	93	94	98	97	102	66	98	80
N#CC1=C(Cl)NC(c2cccc([N+](=O)[O-])c2)c2sc3c(F)cccc3c21 (stereo unspecified)	106	105	98	96	84	106	95	101	99

(list continues)
compound	HCT-15	NCI/ADR-RES	NCI-H322M	NCI-H23	NCI-H226	COLO 205	NCI-H522	NCI-H460	HCT-116
C#C[C@]1(O)CC[C@H]2[C@@H]3CC[C@H]4CC(F)(F)CC[C@]4(C)[C@H]3CC[C@@]21C	95	92	89	96	90	91	105	84	77
Cc1c(C)c(Br)c(Br)c(Br)c1Br	95	104	119	110	102	120	96	109	102
CC1=C(C)C(=O)C(Nc2ccc3c(c2)OCO3)=C(Br)C1=O	101	97	96	90	93	122	96	100	86
COc1cc2oc(-c3cccc(C(=O)N[C@@H](CC(C)C)C(=O)OC(C)(C)C)c3)cc(=O)c2c(OC)c1OC	37	49	90	61	73	93	83	38	62
CCCCOC(c1ccccc1)c1ccccc1	100	94	100	97	105	102	88	126	104
Cc1ccc2c(CCO)c[nH]c2c1	97	97	102	103	95	105	98	103	104
C=C(C(N)=O)c1cc(Cl)ccc1Cl	95	107	87	112	95	114	.	101	103
COc1cc(N)ccc1Nc1c2ccccc2nc2ccccc12	-10*	93	84	92	73	12	.	4.7*	-89*
Cc1[nH]c2ccccc2c1CCNC(=O)c1ccccc1F	103	100	86	101	102	108	95	111	100
CCN1/C(=C/C(C)=C/c2sc3ccc4ccccc4c3[n+]2CC)Sc2ccc3ccccc3c21	-82*	-19*	-98*	-65*	-82*	-84*	-77*	-90*	-70*

Exported with each value named: two of the compounds above.
C=C(C(N)=O)c1cc(Cl)ccc1Cl
  HCT-15: 95
  NCI/ADR-RES: 107
  NCI-H322M: 87
  NCI-H23: 112
  NCI-H226: 95
  COLO 205: 114
  NCI-H522: .
  NCI-H460: 101
  HCT-116: 103
COc1cc(N)ccc1Nc1c2ccccc2nc2ccccc12
  HCT-15: -10*
  NCI/ADR-RES: 93
  NCI-H322M: 84
  NCI-H23: 92
  NCI-H226: 73
  COLO 205: 12
  NCI-H522: .
  NCI-H460: 4.7*
  HCT-116: -89*

Other records:
compound	HCT-15	NCI/ADR-RES	NCI-H322M	NCI-H23	NCI-H226	COLO 205	NCI-H522	NCI-H460	HCT-116
CC(O)C(=O)OCCOc1ccccc1 (stereo unspecified)	103	103	108	104	110	121	93	111	106
O=C1N(Cc2ccccc2)c2ccccc2[C@]12Oc1ccccc1[C@H]1CC(c3ccc(F)cc3)=NN12	85	90	91	93	93	110	89	94	91
CSc1nc(=O)n(Cc2ccc(Cl)cc2)c(=O)n1Cc1ccc(C)cc1	94	87	90	94	106	99	85	102	91
COC(=O)Cc1cc(O)cc2oc(-c3ccc(O)c(O)c3)cc(=O)c12	105	94	96	95	93	113	78	108	96
COc1cc(/C=C2\C(=O)Nc3ccccc32)ccc1OCc1ccccc1	88	98	95	103	100	118	90	80	90
S=C(Nc1cccc2ccccc12)NN1CCCCCC1	105	108	108	106	100	102	114	123	111
COc1ccc(-c2coc3c4c(ccc3c2=O)OCN(C(C)C)C4)cc1OC	105	109	107	105	107	109	97	115	101
COc1cc(-c2nc(-c3ccccc3)[nH]c2-c2ccnc(NCCCNS(=O)(=O)c3ccc(Cl)cc3)n2)ccc1Cl	37	57	83	80	63	64	61	58	40
Brc1ccc2c(-c3cncn3Cc3ccc(I)cc3)c[nH]c2c1	80	70	91	85	69	99	62	96	87
O=S(=O)(Nc1ccc(Cl)cc1Cl)c1ccc(-c2cnc(C3CC3)o2)cc1	24	0.5*	36	28	59	4.8*	-1.3*	13	25
COc1ccc(CC2=C(Nc3ccc4c(c3)OCO4)COC2=O)cc1	98	95	112	102	.	116	90	109	96
COc1ccc2[nH]cc(-c3nonc3-c3c[nH]c4ccc(Br)cc34)c2c1	20	40	50	54	75	32	8.5*	8.1*	37
Cc1ccc(/C=C/C(=O)Nc2ccc3oc(=O)ccc3c2)cc1	96	100	100	95	95	110	87	103	98
[C-]#[N+][C@]12C(=O)[C@H](CCC1(C)C)C(C)(C)[C@H]1C(=O)N(C)c3cccc2c31	83	98	53	53	68	34	89	83	12
CC(C)(C)OC(=O)N1CCC[C@]2(C)[C@H]3CC=C4[C@H]5[C@@H](O)C(C)(C)CC[C@]5(CO)CC[C@@]4(C)[C@]3(C)CC[C@H]2C1(C)C	25	61	75	39	49	42	60	36	14
CC(C)c1ccc(C2=C/C(=C\c3ccc(Cl)cc3)C(=O)N2CCc2ccc(S(N)(=O)=O)cc2)cc1	99	103	96	95	95	124	90	103	98
Cc1c(Cl)c(C)c(Cl)c(O)c1Cl (tested in a mixture with another compound)	119	103	107	111	110	122	99	127	109
